Assay outcomes from PubChem BioAssay.
IL-2 act: qHTS of IL-2 Activators; IL-2 activation reporter assay, cell-based qHTS; stimulated with anti-CD3/CD4/CD28 beads; in transgenic mouse T cells; activation, % (series mostly up to about 46 µM); 360,000 tested, 0.065% active; AID 652025, 2013; in the data active = activation above about 50%; inconclusive = mostly about 30% to 49%; note: 0% is about no effect
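Readout: EGFP and DsRed signals by fluorescent plate cytometry. Unstimulated transgenic mouse T cells received compound 60 min before antibody-bead stimulation, then incubated 18 h at 37 degrees C.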
WRN helicase inh: qHTS for Inhibitors of WRN Helicase. Bifunctional 3'-5' exonuclease/ATP-dependent helicase WRN (Homo sapiens), Q14191. WRN helicase unwinding, fluorescent forked duplex, kinetic. Potency, µM (titrated, usually from 114 µM), inactives show at the highest dose activity change, negative = inhibition, usual class: inhibitors. 360,000 tested, 0.46% active. AID 651768, 2012; note: potency is the fitted concentration of half-maximal effect; % is set by controls: 0 for no effect and ±100 for the full control effect; nearly all actives have a fitted effect of over 55% in size
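Kinetic fluorescence helicase assay: unwinding of a quenched forked DNA duplex (100 nM final) with 2 mM ATP final raises red fluorescence (525/598 nm). Compounds sat 15 min at room temperature with 20 nM WRN beforehand.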
PLK1 PBD block: qHTS for Inhibitors of PLK1-PDB (polo-like kinase 1 - polo-box domain): Primary Screen. Serine/threonine-protein kinase PLK1 (Homo sapiens), P53350. Plk1 PBD binding of FITC phosphopeptide, fluorescence polarization. Potency, µM, without a hit: max response, negative = inhibition, usual class: inhibitors. 360,000 tested, 2.8% active. AID 720504, 2013; note: potency is the fitted concentration of half-maximal effect; series mostly up to about 57 µM; % is set by controls: 0 for no effect and ±100 for the full control effect; nearly all actives have a fitted effect of over 65% in size
PI5P4Ka inh: qHTS for Inhibitors of phosphatidylinositol 5-phosphate 4-kinase (PI5P4K). Phosphatidylinositol 5-phosphate 4-kinase type-2 alpha (Homo sapiens), P48426. PI5P4Kalpha enzyme, ADP-Glo luminescence, 60 min; hits give low values. max response, %. 330,000 tested, 1.2% active. AID 652105, 2013; active = max response of -50% or lower; inconclusive = between -30% and -50%; inactive = -30% or higher; note: value at the top dose of about 77 µM; % is set by controls: 0 for no effect and ±100 for the full control effect
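ADP-Glo luminescence end-point read after a 60 min room-temperature kinase reaction of PI5P4Kalpha plus substrate, initiated with ATP at 5 microM final. Buffer: 0.038 M HEPES pH 7.4, EGTA, 0.1% CHAPS, 5% DMSO.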
EPAC1 antag: qHTS for Antagonist of cAMP-regulated guanine nucleotide exchange factor 3 (EPAC1): primary screen; 360,000 tested, 0.14% active; Rap guanine nucleotide exchange factor 3 (Homo sapiens), O95398; EPAC1 GEF assay, Rap1b-BODIPY-GDP exchange fluorescence; Potency, µM (doses to about 115 µM), for the others: at the highest dose activity change, negative = inhibition, most hits filed as inhibitors;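 note: potency is the fitted concentration of half-maximal effect; plate controls were vehicle for no effect and positive control for full effect; nearly all actives have a fitted effect of over 50% in size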
EPAC2 agonist: qHTS for Agonist of cAMP-regulated guanine nucleotide exchange factor 4 (EPAC2): primary screen; EPAC2 activation, biochemical qHTS; response scale: 100% = 6.5 mM cAMP response; Potency, µM (titrated, usually from 154 µM), for the others: at the top dose activation, actives largely listed as activators; 360,000 tested, 0.079% active; note: potency is the fitted concentration of half-maximal effect; nearly all actives have a fitted effect of over 50% in size
Target sequence (Q8WZA2 whole entry, looked up): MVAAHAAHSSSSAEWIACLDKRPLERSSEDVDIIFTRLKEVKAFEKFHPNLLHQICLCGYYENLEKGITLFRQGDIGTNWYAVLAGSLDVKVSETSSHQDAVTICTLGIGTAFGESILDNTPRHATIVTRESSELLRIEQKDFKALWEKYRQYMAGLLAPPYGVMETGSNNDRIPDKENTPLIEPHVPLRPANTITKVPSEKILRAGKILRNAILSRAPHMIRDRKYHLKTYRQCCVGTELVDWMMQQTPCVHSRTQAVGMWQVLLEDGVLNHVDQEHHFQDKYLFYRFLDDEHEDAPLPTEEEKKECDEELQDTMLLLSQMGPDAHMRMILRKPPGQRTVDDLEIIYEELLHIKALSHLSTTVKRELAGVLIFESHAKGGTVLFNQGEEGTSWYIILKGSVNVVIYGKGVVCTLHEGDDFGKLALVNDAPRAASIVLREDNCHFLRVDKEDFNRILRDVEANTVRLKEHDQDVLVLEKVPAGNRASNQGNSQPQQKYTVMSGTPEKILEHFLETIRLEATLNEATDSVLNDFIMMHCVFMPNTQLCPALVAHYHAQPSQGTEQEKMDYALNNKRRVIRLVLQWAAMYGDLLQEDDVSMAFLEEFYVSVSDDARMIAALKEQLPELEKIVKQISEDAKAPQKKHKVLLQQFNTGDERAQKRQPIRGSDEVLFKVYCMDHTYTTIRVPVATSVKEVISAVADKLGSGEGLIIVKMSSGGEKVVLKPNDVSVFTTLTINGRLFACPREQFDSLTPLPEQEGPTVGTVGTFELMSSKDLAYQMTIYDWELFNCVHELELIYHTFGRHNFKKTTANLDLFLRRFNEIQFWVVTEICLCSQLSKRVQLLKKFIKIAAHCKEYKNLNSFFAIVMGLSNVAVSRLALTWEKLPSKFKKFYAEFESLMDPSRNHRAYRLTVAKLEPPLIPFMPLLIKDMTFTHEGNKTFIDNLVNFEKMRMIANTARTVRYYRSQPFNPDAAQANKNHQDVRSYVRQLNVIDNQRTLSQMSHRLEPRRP
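Setup: EPAC2 100 nM, labeled Rap1B complex 250 nM, free GDP 50 uM. Compound titrations pinned in, brief spin, 5 min room temperature incubation. Kinetic fluorescence read over 30 min, normalized to 6.5 mM cAMP.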
CCT chaperon mod: High-Throughput Screening for Modulators of Cytosolic Chaperonin Activity. purified chaperonin ATPase assay, HTRF ADP detection, 30 min. activity change, % (no concentration beside the values), hits read low. 360,000 tested, 0.3% active. AID 651819, 2012; in the data active = activity change below about -30%; note: % is set by controls: 0 for no effect and ±100 for the full control effect
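Nucleotide hydrolysis assay: TRiC at 20–40 nM final (set by batch activity) with 10 uM ATP, 30 min at 37 °C, in presence of 76 uM compound. Detection by competitive ADP HTRF, 30 min ambient.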
EPAC1 agonist: qHTS for Agonist of cAMP-regulated guanine nucleotide exchange factor 3 (EPAC1): primary screen | Rap guanine nucleotide exchange factor 3 (Homo sapiens), O95398 | AID 720707, 2013 | EPAC1 agonist qHTS, biochemical assay; response scale: 100% = response to 6.5 mM cAMP | 360,000 tested, 0.073% active | Potency, µM (top dose mostly 154 µM), inactives show at the top dose activation, actives largely listed as activators; note: potency is the fitted concentration of half-maximal effect; nearly all actives have a fitted effect of over 60% in size
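Fluorescent GDP-exchange assay: 100 nM EPAC1 with 250 nM Rap1B preloaded with BODIPY-GDP and 50 uM GDP; compounds tested as concentration series, 5 min at room temperature, then read every 5 min for 30 min (ex 480/em 540 nm); normalized to 6.5 mM cAMP.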
Starred values were filed as active, the others as inactive; u = inconclusive; x = no result given; & = joins results of further samples; [ ] = dose if it differs, or a comment. Unless noted, calls come from the whole dose curve; as a rule, active = well fitted curve in the direction sought with a large enough effect; inconclusive = small, poorly fitted or top-dose-only effect, or another doubt; inactive = no such curve, though single readings can be large; an effect the other way counts as inactive or inconclusive. These rows are one share of the data, so the mix of outcomes need not match the whole.

The opening 5 entries as a preview:
cpd | Structure | IL-2 act | WRN helicase inh | PLK1 PBD block | PI5P4Ka inh | EPAC1 antag | EPAC2 agonist | CCT chaperon mod | EPAC1 agonist
1 | COC(=O)Cn1cc(C(=O)C(C)(C)C)c2ccccc21 | 1.2 | 5% | -17% | 3 | 2% | 5% | 1.6 | -4%
2 | O=C(CN1C(=O)NC2(CCc3ccccc32)C1=O)Nc1cccc(Cl)c1 (stereo unspecified) | 0.0 | -4% | 5% | 5 | -5% | 12% | 1.8 | -6%
3 | CC(C)N(Cc1ccccc1)C(=O)CN1C(=O)NC(Cc2ccccc2)(c2ccccc2)C1=O (stereo unspecified) | -5.3 | -27% | -6% | -1 | 4% | 1% | 0.7 | 4%
4 | c1ccc2c(CSc3nnc(-c4ccncc4)o3)cccc2c1 | -0.6 | -6% | -24% | x | -5% | 19% | -0.3 | 18%
5 | CC(C)Cn1c(SCC(=O)N2CCOCC2)nc2ccccc2c1=O | 0.2 | -2% | -3% | -1 | -10% | 9% | 2.0 | 7%

The list itself, from the start:
cpd | Structure | IL-2 act | WRN helicase inh | PLK1 PBD block | PI5P4Ka inh | EPAC1 antag | EPAC2 agonist | CCT chaperon mod | EPAC1 agonist
1 | COC(=O)Cn1cc(C(=O)C(C)(C)C)c2ccccc21 | 1.2 | 5% | -17% | 3 | 2% | 5% | 1.6 | -4%
2 | O=C(CN1C(=O)NC2(CCc3ccccc32)C1=O)Nc1cccc(Cl)c1 (stereo unspecified) | 0.0 | -4% | 5% | 5 | -5% | 12% | 1.8 | -6%
3 | CC(C)N(Cc1ccccc1)C(=O)CN1C(=O)NC(Cc2ccccc2)(c2ccccc2)C1=O (stereo unspecified) | -5.3 | -27% | -6% | -1 | 4% | 1% | 0.7 | 4%
4 | c1ccc2c(CSc3nnc(-c4ccncc4)o3)cccc2c1 | -0.6 | -6% | -24% | x | -5% | 19% | -0.3 | 18%
5 | CC(C)Cn1c(SCC(=O)N2CCOCC2)nc2ccccc2c1=O | 0.2 | -2% | -3% | -1 | -10% | 9% | 2.0 | 7%
6 | Cc1cc(NC(=O)c2cccnc2Cl)ccc1NC(=O)c1cc2ccccc2o1 | 1.1 | -6% | 3% | -7 | 4% | -4% | 1.0 | -7%
7 | CCOC(=O)c1cc(-c2cccnc2)nn1-c1ccccc1 | 2.5 | -10% | -4% | -1 | u | 7% | 0.7 | -4%
8 | Cc1ccc(S(=O)(=O)N(C(=O)c2ccncc2)c2ccc(OC(=O)c3ccncc3)cc2)c(C)c1 | 2.2 | 13% | -7% | -5 | -14% | -2% | -0.9 | -14%
9 | COc1cccc(OCC(O)CN2CCN(c3ccccc3)CC2)c1 (stereo unspecified) | -1.9&-2.3 | -7%&5% | 3%&-8% | -3&2 | 17%&3% | 2%&11% | 0.1&0.5 | -7%&6%
10 | CCNC(=O)C1CCCN(C(=O)c2cccc3ccccc23)CC1 (stereo unspecified) | 3.0 | -3% | -8% | 6 | -3% | 3% | -0.9 | -11%
11 | CC1=CC(C)(C)Nc2ccc(OC(=O)CN3C(=O)c4cccc5cccc(c45)C3=O)cc21 | 1.6 | -11% | u | -16 | 29% | -4% | -2.9 | 17%
12 | O=C(CNS(=O)(=O)c1cccc(C(F)(F)F)c1)NC1CCCCCC1 | 1.4 | 9% | -15% | -2 | -23% | -1% | -2.1 | -5%
13 | COCCn1c(C)cc(C(=O)COC(=O)c2cc3c(s2)CCC3)c1C | -1.2 | u | u | u | -22% | 2% | 0.6 | 4%
14 | O=C(CCc1ccc(S(=O)(=O)NCc2ccccc2)cc1)NCc1ccc2c(c1)OCO2 | 3.1 | 3% | -9% | x | 15% | 3% | -0.8 | 0%
15 | CNC(=O)/C=C/c1cccc(C(F)(F)F)c1 | 0.0 | 2% | 2% | 1 | -4% | 4% | -0.8 | -4%
16 | CNC[C@@H]1Oc2cc(Br)ccc2S(=O)(=O)N([C@H](C)CO)C[C@@H]1C | -0.4 | -4% | -24% | 2 | u | 10% | -2.6 | -12%
17 | COc1ccc2c(c1)CC/C2=N\NC(=O)c1ccccc1 | -0.3 | -1% | 3% | -9 | 1% | 1% | -3.1 | -4%
18 | CCCCC(=O)Nc1cc(C)c(NC(=O)c2ccco2)cn1 | 0.8 | -3% | 4% | -5 | -1% | -6% | -0.1 | 2%
19 | CCN(CC(=O)Nc1ccc(NC(C)=O)cc1)C(=O)c1cccnc1Sc1ccc(C)c(C)c1 | -3.0 | 22% | 1% | 1 | -4% | -2% | 0.3 | -1%
20 | Cc1cccc(CCNS(=O)(=O)c2cnc[nH]2)c1 | -0.2 | -4% | -1% | -2 | 1% | -1% | 2.3 | -5%
21 | O=C(NCc1ccc2c(c1)OCO2)c1ccc(=O)[nH]c1 | -0.3 | -6%[57.1 µM] | 0% | -8 | 11% | -9% | -2.0 | 14%
22 | CCN(Cc1ccccc1)C(=O)CSc1nc(C)cc(C)c1C#N | 0.7 | 4% | 21µM* | -2 | -8% | 14% | -0.7 | 3%
23 | O=C(NCCCN1CCCC1=O)c1ccc2c(c1)NC(=O)c1ccccc1S2 | -1.3 | 3% | -9% | -4 | u | 4% | 0.0 | 4%
24 | CCCCCc1nnc(NC(=O)c2ccc(=O)n(C)n2)s1 | -0.6 | -8% | -3% | 8 | -1% | -1% | 1.5 | -8%
25 | COC(=O)Cc1ccc(NC(=S)N2CCCC(C)C2)cc1 (stereo unspecified) | -2.0 | 7% | -4% | 4 | 7% | 3% | 0.7 | 2%
26 | Cc1noc(C)c1S(=O)(=O)Nc1ccc2c(c1)C(=O)N([C@H](C)CO)C[C@H](C)[C@@H](CN(C)C(=O)Nc1ccc(C(F)(F)F)cc1)O2 | 0.4 | -8% | -12% | 3 | 5% | 5% | -1.3 | -11%
27 | O=C(NC1CC1)c1ccc(NC(=O)C2CCCC2)cc1 | 2.5 | -3% | -3% | -1 | 1% | -2% | -1.5 | -17%
28 | Cc1ccc(NC(=O)C(C)N2CCCC2)cc1Cl (stereo unspecified) | -3.5 | 4% | -7% | 2 | 12% | 6% | -3.5 | 1%
29 | COc1ccc(NC(=O)Cn2c(-c3ccc(OC)cc3)cn(-c3ccc(C)cc3)c2=O)cc1 | -1.2 | -19% | -3% | 1 | -23% | 2% | 1.5 | 11%
30 | O=C(COc1ccc(Cl)cc1)N1CCN(c2cccc(C(F)(F)F)c2)CC1 | -2.5 | -3% | 19µM* | 2 | -14% | -1% | 0.5 | -7%
31 | O=C(COc1ccc(Cl)cc1Cl)Nc1nc2n(n1)C(c1ccccc1)CC(=O)N2 (stereo unspecified) | -1.3 | -3% | -14% | x | -2% | 14% | -2.1 | 10%
32 | CCC(NS(=O)(=O)c1ccc(OC)cc1)C(=O)O (stereo unspecified) | 4.0 | 3% | -1% | -4 | 4% | 4% | -1.5 | 0%
33 | COC(=O)C1C/C(=N\NS(=O)(=O)c2ccc(C)cc2)c2ccsc2C1 (stereo unspecified) | 0.4 | 5% | 0% | 1 | 2% | -11% | -1.5 | -5%
34 | COc1ccc2nc(NC(=O)Nc3ccccc3OC)sc2c1 | 0.8 | 11% | -6% | -1 | 7% | 2% | 0.0 | 4%
35 | O=C(CCNC(=O)c1ccc(Cl)cc1)Nc1ccccc1N1CCCCC1 | 3.1 | -29% | -4% | 0 | -12% | 8% | 0.5 | -5%
36 | Cc1ccc(CNC(=O)CCS(=O)(=O)c2ccc(Br)s2)o1 | 0.2 | -6% | u | x | 5% | 0% | -2.6 | 0%
37 | O=C1C(c2ccccc2)C(c2ccccc2)NC(c2ccccc2)C1c1ccccc1 (stereo unspecified) | -0.5 | 1% | -3% | x | -2% | -1% | -0.9 | 8%
38 | COc1ccc(CNC(=O)C2CCC(=O)N(CCCN3CCCC3=O)C2)cc1 (stereo unspecified) | 1.6 | -8% | 2% | 6 | 6% | -4% | -0.5 | -5%
39 | CC(=O)NCCc1nc2cc(NC(=O)COc3cccc(C)c3)ccc2n1C | -0.5 | 7% | -9% | -3 | 9% | 5% | 1.5 | -1%
40 | COc1ccc(NS(=O)(=O)c2cc(NC(=O)c3cncc(Br)c3)ccc2OC)cc1 | 0.1 | -16% | -1% | 2 | -13% | 8% | -5.9 | 12%
41 | COCCC(=O)N1CCC(Oc2ccc(C(=O)N(C)C(C)c3ccon3)cc2)CC1 (stereo unspecified) | -0.8 | -5% | 27µM* | -7 | 9% | -4% | -2.2 | -3%
42 | O=C(c1ccccc1)c1cnc(Nc2ccccc2Cl)s1 | 2.1 | -4% | -2% | x | 2% | 14% | -3.3 | 18%
43 | CCOc1ccc(NC(=O)C(c2ccccn2)N(C(=O)CCl)c2ccc(OCC)cc2)cc1 (stereo unspecified) | -0.3 | -1% | -20% | 2 | -15% | 5% | -1.5 | 2%
44 | CC(=O)NCCc1nc2ccccc2n1Cc1ccccc1 | -1.8 | -2% | -20% | -2 | -2% | 18% | 0.9 | 5%
45 | Cn1nc(C(=O)OCC(=O)Nc2cc(Cl)ccc2C#N)c2ccccc2c1=O | 0.5 | 5% | -1% | -2 | 9% | 0% | 0.1 | 9%
46 | Cc1ccc(NC2=NCCCCC2)cc1 | 2.7 | 2% | u | 8 | 0% | 3% | -0.8 | 5%
47 | COc1cc(C(=O)NC2CCN(C)CC2)ccc1Nc1ncc2c(n1)N(C1CCC(O)CC1)CCC(=O)N2C (stereo unspecified) | -0.2 | -9% | -10% | -5 | 7% | 12% | 0.7 | 7%
48 | O=C(Nc1ccc(C(=O)O)cc1)/C(=C\c1ccc2c(c1)OCO2)NC(=O)c1ccc(Br)o1 | 0.6 | -19% | 27µM* | 6 | 0% | 12% | -0.9 | 10%
49 | CC1CN(C2CCN(S(=O)(=O)c3ccccc3)CC2)CC(C)O1 (stereo unspecified) | -1.8 | 12% | -8% | x | 0% | 9% | -2.3 | 7%
